Screening results from PubChem BioAssay.
RAD54 branch: inhibitors of human RAD54 branch migration; inhibition, % at 10.4 µM; 0.14% of 360,000 active; RAD54 Holliday junction branch migration, FAM/BHQ fluorescence; Q92698;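 active means mean normalized replicate activity at least 40 and at least half of replicates scoring 40 or more; inconclusive means only one of the two criteria met; inactive means mean below 40 and under half of replicates reaching 40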;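 further: 0% = median of neutral control wells and 100% = median of positive control wells; inhibitors cause a drop in the FAM fluorescence signal; in these data hits start at about 50%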
RAD52 inh: inhibitors of human RAD52 DNA annealing | P43351 | recombinant RAD52 DNA annealing, FRET fluorescence | inhibition, % at 18.7 µM | 0.46% of 360,000 active;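 active means every replicate showing at least 50% inhibition; inconclusive means mean inhibition at least 50% but not in every replicate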
Target sequence (P43351 whole entry, looked up): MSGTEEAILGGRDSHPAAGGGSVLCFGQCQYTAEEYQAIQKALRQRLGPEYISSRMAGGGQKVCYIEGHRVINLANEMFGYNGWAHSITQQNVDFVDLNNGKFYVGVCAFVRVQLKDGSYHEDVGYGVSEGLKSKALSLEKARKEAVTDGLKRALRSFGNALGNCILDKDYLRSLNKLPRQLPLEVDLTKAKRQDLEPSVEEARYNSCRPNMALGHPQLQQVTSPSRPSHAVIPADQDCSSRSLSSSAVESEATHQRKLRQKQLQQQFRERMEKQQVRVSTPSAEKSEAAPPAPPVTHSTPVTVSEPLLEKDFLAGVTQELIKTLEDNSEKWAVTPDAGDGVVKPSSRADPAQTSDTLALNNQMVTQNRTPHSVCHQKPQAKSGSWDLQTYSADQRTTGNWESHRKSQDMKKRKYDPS
E-sel inducer: induces E-selectin expression in human endothelial cells | HUVEC E-selectin immunofluorescence imaging; normalized: neutral wells 0, TNF-alpha wells 100 | P16581 | 0.37% of 260,000 active | activation, % at 7.58 µM;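 active means mean E-selectin-positive cell signal at least 10% of the positive control, reached in at least 60% of replicates, without over 20% cell loss; inconclusive means no rule given, readout overlaps actives, possibly toxicity-flagged; inactive means the rest, including those meeting only one limit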;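 further: in these data hits start at about 27%; measured in HUVEC primary endothelial cells; signal is the percent of cells scored E-selectin positive by PE staining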
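System: HUVEC, human umbilical vein endothelial cells; quantity: 3,000 cells/well; buffer or medium: EGM-2 medium, gelatin-coated wells; dosing: single-point compound dose; detection: immunofluorescence imaging; evaluation: % PE-positive cells; benchmarks: TNF-alpha, DMSO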
Xi reactivation: reactivates the inactive X chromosome in mouse fibroblasts; XiGFP mouse fibroblasts, % GFP-positive cells imaging, 3 d; cells co-treated with 5-aza-dC sensitizer; scaled so ellipticine positive control = 100%; activation, % at 7.58 µM; 0.055% of 360,000 active;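 active means mean normalized replicate activation at least 10% and every replicate at or above 10%; inconclusive means only one of the two criteria met; inactive means mean below 10% and not all replicates reach 10%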;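 further: 0% = median of on-plate neutral control wells and 100% = ellipticine 6 µM median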
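assay system = SV40-immortalized XiGFP fibroblast cells, line 68-5-11 | buffer or medium = DMEM plus 5-aza-dC sensitizer | doses = single-point pinned compound dosing | times = 3-day compound exposure, then 15 min fixation at room temperature | benchmarks = positive control ellipticine, 6 µM final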
ERp5 block: blocks human ERp5 reductase activity on insulin | Q15084 | ERp5 insulin aggregation, absorbance 650 nm, 90 min | inhibition, % at 9.99 µM | 0.05% of 350,000 active | AID 651711;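 active means mean replicate inhibition above about 25%, with every replicate also reaching it, limit read from the data, passing the limit was not always enough; inconclusive means only one of those two criteria met; inactive means neither criterion met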
Target sequence (Q15084 whole entry, looked up): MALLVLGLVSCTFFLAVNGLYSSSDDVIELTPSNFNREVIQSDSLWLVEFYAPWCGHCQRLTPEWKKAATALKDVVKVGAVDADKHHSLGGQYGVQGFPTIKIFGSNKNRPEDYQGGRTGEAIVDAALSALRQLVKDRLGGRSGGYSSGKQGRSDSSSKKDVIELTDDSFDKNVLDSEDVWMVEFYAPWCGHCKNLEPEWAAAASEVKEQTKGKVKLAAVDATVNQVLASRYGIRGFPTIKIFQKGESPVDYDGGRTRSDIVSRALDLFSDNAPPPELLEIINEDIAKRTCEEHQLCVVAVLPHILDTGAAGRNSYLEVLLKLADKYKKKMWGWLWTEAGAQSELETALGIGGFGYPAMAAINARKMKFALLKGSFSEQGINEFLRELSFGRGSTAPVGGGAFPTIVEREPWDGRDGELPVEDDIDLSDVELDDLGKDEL
S100A4 MyoIIA: S100A4-myosin IIA interaction inhibition. P26447. S100A4/TAMRA-MyoIIA peptide fluorescence polarization. inhibition, % at 10.7 µM. 0.14% of 360,000 active;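 active means mean inhibition of at least 70% across replicates, with every replicate also reaching that level; inconclusive means mean inhibition reaches 70% but some replicates fall short; inactive means mean inhibition below 70%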
Target sequence (P26447 whole entry, looked up): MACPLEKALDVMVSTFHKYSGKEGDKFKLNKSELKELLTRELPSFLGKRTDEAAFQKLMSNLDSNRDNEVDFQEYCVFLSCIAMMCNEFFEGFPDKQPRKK
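Test system – S100A4 monomer (human) · Compound – single-point compound testing · Schedule – 5 min incubation before reading · Probe or stimulus – TAMRA-labelled myosin IIA heavy-chain peptide probe, 5 nM · Benchmarks – neutral control DMSO, positive control TFP · Medium – Calcium-containing HEPES buffer, pH 7.2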
ERAP1 inh: ERAP1 (human) enzyme inhibition; 0.15% of 340,000 active; Q9NZ08; recombinant ERAP1, Leu-AMC fluorescence, 60 min; inhibition, % at 10.7 µM;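 active means mean replicate inhibition of at least 30%, or all replicates individually reaching that 30% level; inactive means mean below 30% and not every replicate reaching it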;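 further: 0% = neutral control wells and 100% = L-leucinethiol positive control wells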
esBAF inh: inhibitors of esBAF chromatin remodeling in mouse ES cells | reporter increase, % at 12.5 µM | Bmi1-luciferase knock-in reporter, 24 h; 100% = twice the neutral-well signal | 2% of 350,000 active | AID 602393; in the data active means activation above about 40%; inconclusive means no clear call, values can overlap the other calls;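 further: 0% = median of the plate's neutral control wells and 100% = double that signal; a rise in the Bmi1 reporter signal indicates esBAF inhibition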
The depositor's hits bear a star; ? = inconclusive; / = not tested or not shown. This is a random part of the collection; any-hit rate near 2.5%.

| SMILES | RAD54 branch | RAD52 inh | E-sel inducer | Xi reactivation | ERp5 block | S100A4 MyoIIA | ERAP1 inh | esBAF inh |
| --- | --- | --- | --- | --- | --- | --- | --- | --- |
| CN(C)/C=C(\C#N)C(=O)N/N=C(\CC(=O)C(F)(F)F)c1ccco1 | / | -44 | 0.0 | -0.1 | 1 | 5 | 1 | / |
| COC(=O)c1cc(S(=O)(=O)N(C)c2ccc(C)c(C)c2)c[nH]1 | 6 | -2 | / | 0.2 | 3 | -11 | -4 | -3 |
| Cc1ccc(OCC(=O)N/N=C/c2ccco2)cc1 | 6 | -14 | / | / | 1 | -5 | -4 | 5 |
| O=C(CSc1ccccn1)C12CC3CC(CC(C3)C1)C2 | / | -12 | / | -0.1 | -1 | -4 | 1 | / |
| CC(C)Cc1nc(SCC(=O)N2CCCCC2)c2c(=O)n(C)c(=O)n(C)c2n1 | -16 | -8 | 0.0 | 0.4 | -3 | 3 | 3 | -1 |
| COC(=O)c1ccc2nc(C3CCCCC3)c(Cc3ccccc3C(F)(F)F)n2c1 | -9 | -28 | 0.1 | 0.1 | -1 | 1 | / | -8 |
| COc1ccc(CN(C)C(=O)CCN2C(=O)c3ccccc3C2=O)c(OC)c1OC | -17 | -7 | 0.1 | 0.3 | 2 | -1 | 0 | -3 |
| C/C(=N\NC(=S)NC1CCCCC1)c1cccc(C(F)(F)F)c1 | / | 9 | 3.8 | 0.2 | -1 | 0 | / | / |
| COC(CNC(=O)c1ccc2c(=O)n(Cc3ccc(Cl)cc3)c(=S)[nH]c2c1)OC | 1 | 5 | 4.3 | 0.2 | 4 | -5 | -3 | 2 |
| C[C@@H]1CN([C@@H](C)CO)C(=O)c2cccc(NC(=O)Nc3ccccc3)c2O[C@H]1CN(C)Cc1ccccc1 | 5 | -1 | -3.3 | -1.5 | 3 | -2 | -1 | 5 |
| COc1cc(NC(=O)CSc2nccc(=O)[nH]2)c(C)cc1[N+](=O)[O-] | / | -19 | / | 0.0 | 1 | -1 | -2 | / |
| COc1ccc(CN2C[C@H](O)COC[C@H]3O[C@H](CC(=O)N(C)C)CC[C@@H]32)cc1 | -5 | 5 | 0.2 | 0.1 | 3 | 2 | -1 | 2 |
| COc1ccc2c(c1)C1=C(CC2)C(c2ccc(C)cc2)NC(=S)N1 (configuration not stated) | 5 | -8 | -0.1 | 0.5 | -2 | ? | -5 | -8 |
| C[C@H](CO)N1C[C@H](C)[C@H](CN(C)Cc2cncnc2)Oc2ncc(C#CC3CCCCC3)cc2C1=O | -1 | 21 | 0.1 | -1.1 | -6 | -1 | -5 | 3 |
| COc1cc(C2C(C#N)=C(N)N(c3cccnc3)C3=C2C(=O)CCC3)ccc1O (configuration not stated) | -18 | -67 | / | / | -5 | -6 | 4 | 3 |
| CN1C[C@@H]2[C@@H]3C(=O)N(Cc4ccccc4)C(=O)[C@@H]3[C@](Cc3ccccc3)(C1=O)N2C(=O)c1ccccc1 | 3 | -21 | -0.1 | 0.1 | -5 | 2 | -1 | -6 |
| CCC(=O)N1[C@H](CO)[C@H]2c3ccccc3N(S(=O)(=O)c3ccc(F)cc3)C[C@H]21 | 0 | 1 | 0.1 | 0.0 | 10 | 5 | 0 | 2 |
| COc1ccccc1-c1cn(CC[C@H]2CC[C@H](NC(=O)C3CCCC3)[C@H](CO)O2)nn1 | / | -7 | -0.1 | 0.1 | 3 | -31 | 2 | / |
| C[C@@H]1CN([C@H](C)CO)C(=O)Cc2cc(NC(=O)Cc3cn(C)c4ccccc34)ccc2O[C@H]1CN(C)Cc1ccc(C(F)(F)F)cc1 | -1 | -13 | 152* | 0.3 | -2 | -7 | 1 | 7 |
| CC1CCN(S(=O)(=O)c2ccc(C(=O)Nc3nnc(-c4ccccn4)o3)cc2)CC1 | / | -11 | / | 0.1 | 0 | -4 | 11 | / |
| COC(=O)[C@H](CO)NS(=O)(=O)c1ccc(C)cc1 | 4 | -7 | / | -0.1 | 4 | -1 | -2 | 2 |
| Cc1ccc(NC(=O)CN(C)C(=O)COC(=O)c2nccnc2N)cc1 | 10 | -4 | / | 0.0 | 1 | 0 | 0 | -7 |
| COc1cc(/C=C/CNC[C@H]2O[C@@H](n3cnc(C(N)=O)n3)[C@H](O)[C@@H]2O)ccc1O | 7 | -27 | 0.0 | 0.4 | -3 | 3 | 1 | -2 |
| COc1ccc(CNC(=O)c2ccc(-c3cccnc3)c3ccoc23)cc1OC | 3 | -6 | -2.9 | -0.1 | -1 | 10 | 3 | 2 |
| c1ccc2c(c1)-c1nc3ccccc3cc1C2N1CCCCC1 (configuration not stated) | 14 | -14 | 0.1 | 0.1 | 0 | -7 | 3 | / |

(listing goes on)
| SMILES | RAD54 branch | RAD52 inh | E-sel inducer | Xi reactivation | ERp5 block | S100A4 MyoIIA | ERAP1 inh | esBAF inh |
| --- | --- | --- | --- | --- | --- | --- | --- | --- |
| O[C@@H](Cc1ccccc1)[C@@H](/C=C/C1CC1)N(CC#Cc1ccccc1)Cc1ccccc1Br | -5 | -10 | / | / | 0 | -43 | 2 | / |
| CO[C@@H]1CN(C)C(=O)c2cc(NC(C)=O)ccc2OC[C@H](C)N(C(=O)Cc2cccnc2)C[C@@H]1C | 4 | -12 | -0.1 | 0.0 | -5 | -15 | 1 | -9 |
| O=C(O)/C=C/C(=O)Nc1ccc2nccnc2c1 | / | -4 | / | 0.0 | 0 | 4 | -4 | / |
| Cc1nn(CCCC(=O)NC(C)c2ccccc2)c(=O)c2nn(-c3ccccc3)c(C)c12 (configuration not stated) | 1 | -4 | 0.0 | 0.0 | / | -8 | 2 | 3 |
| O=C(c1ccc([N+](=O)[O-])cc1)N(Cc1ccc(Cl)cc1)N1C(=O)CCCC1=O | 1 | -7 | / | / | 4 | 0 | 3 | 0 |
| COc1cccc(C#Cc2ccc([C@@H]3[C@@H](C#N)N(C(=O)C4CC4)[C@@H]3CO)cc2)c1 | -13 | -129 | -0.1 | 0.0 | -1 | 1 | -1 | 7 |
| O=C(c1ccccc1)[C@@H]1[C@@H](C(=O)c2ccc(F)cc2)[C@@]2(C(=O)Nc3ccccc32)[C@H]2c3ccccc3C=CN12 | -1 | -82 | / | -0.1 | 1 | -8 | 2 | / |
| CO[C@H]1CN(C)C(=O)c2cc(NS(C)(=O)=O)ccc2OC[C@@H](C)N(C(=O)CC2CC2)C[C@@H]1C | 5 | -18 | 2.4 | -0.1 | -6 | 11 | 1 | 2 |
| CO[C@H](CN(C)C(=O)C1CCOCC1)[C@@H](C)CN([C@H](C)CO)S(=O)(=O)c1ccccc1 | -6 | -11 | 0.1 | 0.0 | -3 | 5 | 0 | -2 |
| C[C@@H]1CN([C@H](C)CO)C(=O)Cc2cc(NC(=O)CCN3CCOCC3)ccc2O[C@@H]1CN(C)C(=O)Nc1ccc(C(F)(F)F)cc1 | -1 | -8 | 0.1 | -0.1 | -2 | 11 | 0 | 2 |
| CC(C)NC(=O)Nc1ccc2c(c1)C(=O)N([C@@H](C)CO)C[C@H](C)[C@@H](CN(C)CC1CCCCC1)OCCCC[C@@H](C)O2 | 10 | 15 | -0.4 | 0.4 | 11 | 12 | 3 | 4 |
| Cc1ccc(S(=O)(=O)N2C3CCCCC3O[C@H]2CC(=O)c2cccs2)cc1 (some centres not stated) | / | -12 | -0.1 | 0.5 | -2 | -2 | 0 | / |
| O=C(CN1CCN(CN2C(=O)NC3(CCCCCC3)C2=O)CC1)Nc1ccc(F)cc1 | -8 | -19 | / | 1.1 | 7 | 0 | 1 | -6 |
| Cc1cc(C)c(S(=O)(=O)N2CCCC2)c(C)c1 | 5 | -10 | -0.3 | 0.0 | 2 | 1 | -1 | 2 |
| O=C(O)/C=C/C(=O)N1CCN(c2cccc(Cl)c2)CC1 | -5 | -15 | 3.4 | 0.5 | 4 | -8 | 1 | 6 |
| COC(=O)c1oc(-c2ccccc2)nc1C | / | -4 | / | -0.2 | 4 | 6 | -3 | / |
| COc1cccc(NC(=O)c2ccccc2N2C(=O)C3C4C=CC(C5CC45)C3C2=O)c1 (configuration not stated) | 0 | -4 | / | 0.0 | -1 | -10 | 3 | -6 |
| COc1cccc(S(=O)(=O)Nc2ccc3c(c2)OC[C@@H](C)N(Cc2ccccc2F)C[C@@H](C)[C@@H](OC)CN(C)C3=O)c1 | -7 | -11 | -0.2 | 0.4 | -4 | 5 | / | -1 |
| Cc1cc(C)c(NC(=O)CNC(=O)c2cc(C3CC3)nc3c2cnn3C(C)C)c(C)c1 | -2 | -20 | -0.4 | 0.0 | 8 | 0 | -3 | -2 |
| O=C(NC1CCCC1)N1CC(=O)N2[C@H](C1)[C@H](c1ccc(-c3cccc(F)c3)cc1)[C@@H]2CO | / | -3 | 0.9 | 0.0 | -3 | -3 | / | / |
| CCN(C(=S)NC(=O)CCc1ccccc1)c1ccccc1 | / | -9 | / | -0.1 | 3 | -7 | -1 | / |
| O=S(=O)(c1ccc(S(=O)(=O)N2CCC(O)CC2)cc1)N1CCCC1 | -1 | -12 | 1.0 | 0.5 | 2 | 1 | 1 | -4 |
| COc1ccc(CNC(=O)Cn2nc([N+](=O)[O-])c(Br)c2C)cc1OC | -1 | 5 | 0.1 | 0.2 | 2 | 0 | 1 | -9 |
| COc1ccc(-n2nc(C(=O)NCC(=O)Nc3cc(OC)c(OC)c(OC)c3)c3ccccc3c2=O)cc1 | 10 | -8 | -0.1 | 0.2 | 0 | -1 | -4 | 0 |
| COc1ccc(-c2nnn(CC(=O)N(CCO)C(C(=O)NC3CCCC3)c3ccncc3)n2)cc1 (configuration not stated) | / | -11 | / | 0.7 | 1 | 5 | 3 | / |

Following part.
| SMILES | RAD54 branch | RAD52 inh | E-sel inducer | Xi reactivation | ERp5 block | S100A4 MyoIIA | ERAP1 inh | esBAF inh |
| --- | --- | --- | --- | --- | --- | --- | --- | --- |
| CSCCC(NS(=O)(=O)c1cccc(C(F)(F)F)c1)C(=O)Nc1ccccc1N1CCCC1 (configuration not stated) | 3 | -48 | / | 0.2 | 0 | -14 | 3 | -8 |
| O=C(Nc1ccccc1)Oc1cccc(Br)c1 | 7 | -5 | 3.7 | -0.1 | -2 | 7 | 1 | 16 |
| COc1ccc(NC(=O)N(C)C[C@@H]2Oc3c(NC(=O)c4cnccn4)cccc3C(=O)N([C@H](C)CO)C[C@H]2C)cc1 | 11 | -10 | / | 0.2 | -5 | 2 | -1 | 1 |
| COc1ccc(NC(=O)/C(C#N)=C/c2c(C)nn(-c3ccc(F)cc3)c2Cl)cc1OC | 6 | -18 | -9.6 | 0.1 | -14 | -1 | 9 | 11 |
| COC(=O)[C@H](Cc1ccccc1)N1C(=O)O[C@@H](Cc2ccccc2)[C@H]1/C=C/C1CC1 | / | 14 | / | / | 2 | 23 | -1 | / |
| CCCC(=O)Nc1ccc2c(c1)OC[C@@H](C)N(C(=O)c1ccncc1)C[C@H](C)[C@H](OC)CN(C)C2=O | 18 | 2 | -0.2 | 0.0 | -2 | -2 | 1 | -2 |
| O=C(CSc1nc2ccccc2[nH]1)Nc1ccc2[nH]c(=O)[nH]c2c1 | 11 | 10 | / | -0.1 | 6 | 2 | 3 | -5 |
| CC(C)(C)c1ccc(-c2noc(CCC(N)=O)n2)cc1 | 8 | -6 | / | / | 1 | -1 | 2 | -79 |
